Screening data from PubChem.
D1 antag: blocks dopamine activation of the human D1 receptor. activity change, negative = inhibition, % at 10 µM. AID 504652. HEK293 TREx D1 cells, calcium flux, dopamine EC80; hits give low values. 3.2% of 360,000 active; in the data active = activity change below about -30%; note: % is set by controls: 0 for no effect and ±100 for the full control effect
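Inducible Hek293 Trex D1 cells (tetracycline, overnight, 30 C). Calcium dye 30–90 min RT. Antagonist mode: EC80 dopamine added after 180 s compound read.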
TRHR enhancer: allosteric enhancers of human TRH receptor; P34981; TRHR cells, fluo-8 calcium fluorescence, EC20 TRH enhancement; enhancement, % at 2 µM; 0.66% of 360,000 active; AID 493056; in the data active = enhancement above about 30%; note: 0% is about no effect
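Enhancer read-out: after compound pinning and an initial kinetic agonist-mode read, an EC20 of TRH (10 nM final) was injected and fluo-8 calcium signal (Ex 480/Em 530) followed at 1 s/cycle for 100 cycles in TRHR-expressing cells.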
RXFP1 antagonist: blocks the human relaxin receptor RXFP1 | HEK293-RXFP1, relaxin-stimulated cAMP HTRF, 30 min; hits give low values | activity change, negative = inhibition, % at 57.5 µM | 0.59% of 350,000 active | Q9HBX9 | AID 1259400;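 active = activity change of -60% or lower, but not beyond a set lower limit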; note: % is set by controls: 0 for no effect and ±100 for the full control effect
Target sequence (Q9HBX9 whole entry, looked up): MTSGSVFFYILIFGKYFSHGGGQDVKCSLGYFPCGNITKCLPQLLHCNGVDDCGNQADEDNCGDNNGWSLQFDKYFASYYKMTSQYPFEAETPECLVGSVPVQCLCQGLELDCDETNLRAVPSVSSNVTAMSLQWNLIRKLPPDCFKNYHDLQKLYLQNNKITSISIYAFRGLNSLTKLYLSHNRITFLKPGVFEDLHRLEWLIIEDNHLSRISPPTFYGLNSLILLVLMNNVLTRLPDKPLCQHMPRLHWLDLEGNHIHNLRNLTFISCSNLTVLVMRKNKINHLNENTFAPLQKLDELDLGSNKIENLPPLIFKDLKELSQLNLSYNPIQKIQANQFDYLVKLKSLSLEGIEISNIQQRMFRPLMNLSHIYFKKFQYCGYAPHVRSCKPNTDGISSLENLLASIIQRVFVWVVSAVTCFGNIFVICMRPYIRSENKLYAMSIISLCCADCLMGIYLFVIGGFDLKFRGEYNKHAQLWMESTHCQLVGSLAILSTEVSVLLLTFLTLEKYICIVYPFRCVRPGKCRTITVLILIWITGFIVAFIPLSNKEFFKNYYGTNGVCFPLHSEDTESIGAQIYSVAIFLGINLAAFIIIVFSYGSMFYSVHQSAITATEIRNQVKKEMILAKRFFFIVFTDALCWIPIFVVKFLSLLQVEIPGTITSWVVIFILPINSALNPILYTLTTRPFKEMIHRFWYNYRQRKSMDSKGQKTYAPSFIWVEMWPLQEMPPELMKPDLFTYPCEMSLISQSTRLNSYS
TRHR agonist: activates the human TRH receptor. P34981. TRHR cells, calcium flux fluo-8, FDSS agonist mode. activation, % at 2 µM. 0.18% of 360,000 active. AID 493084; note: 0% is about no effect
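Fluo-8-loaded TRHR cells; 10 s baseline, compound added, kinetic Ca2+ fluorescence read 1/s, agonist mode.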
D1 agonist: human D1 receptor agonism; P21728; HEK293 T-REx D1 cells, calcium flux, agonist mode; activation, % at 2 µM; 1% of 360,000 active; note: 0% is about no effect
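Inducible HEK293 T-REx D1 cells, force-coupled to calcium signalling, were plated at 4000 cells/well with tetracycline and held overnight at 30 C. After no-wash calcium dye loading, compound-evoked calcium rise over 180 s flagged agonists.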
D2 ag: activates the human D2 dopamine receptor. P14416. HEK293 T-REx D2 cells, calcium flux agonist mode. activation, % at 2 µM. 0.53% of 340,000 active;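 active = activation over 3 SD above normal in the single-dose calcium agonist read, cut at about 30% in these data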; note: 0% is about no effect
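In this primary screen, compounds producing a positive calcium signal within 180 s of addition to tetracycline-induced, force-coupled HEK293 Trex D2 cells are flagged; cells are dye-loaded with a no-wash calcium kit beforehand.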
D1 potentiator: enhances dopamine response at the human D1 receptor; 0.036% of 360,000 active; P21728; potentiation, % at 10 µM; AID 504651; HEK293 TREx D1 cells, calcium flux, dopamine EC20 potentiation; in the data active = potentiation above about 30%; note: 0% is about no effect
D2 potentiator: D2 dopamine receptor (human) potentiation; 0.34% of 340,000 active; P14416; potentiation, % at 10 µM; HEK293 T-REx D2, calcium flux, EC20 dopamine potentiation;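 active = potentiation over 3 SD above the plate norm, cut at about 30% in these data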; note: 0% is about no effect
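Cells plated with tetracycline inducer and held overnight at 30 C; calcium dye loaded 30–90 min at room temperature; baseline taken, compound added and read 180 s; EC20 dopamine then added and read 180 s.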
D2 antagonist: D2 dopamine receptor (human) antagonism; 2% of 340,000 active; inhibition, % at 10 µM; P14416; HEK293 TREx D2 cells, calcium flux, dopamine EC80; in the data active = inhibition above about 30%; note: 0% is about no effect
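Measurement of antagonist activity uses fluorescent calcium dye in inducible HEK293 T-REx D2 cells: 10 s baseline, compound addition with 180 s read, EC80 dopamine addition with a further 180 s read.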
Active calls of the source: *; / = not tested or not shown; & = joins results of further samples. Cut-off read from the data, not from the text of the source, unless noted: active = activation above about 30%; inactive = the rest. Not a hit list; 7.3% or so of the library scored in one or more.

SMILES | D1 antag | TRHR enhancer | RXFP1 antagonist | TRHR agonist | D1 agonist | D2 ag | D1 potentiator | D2 potentiator | D2 antagonist
Cc1ccc(NC(=O)CN2C=NS(=O)(=O)c3ccccc32)cc1 | 12 | 0 | 5 | 0.2 | 0 | / | -1 | 3 | /
N#Cc1ccccc1/C=N/Nc1nc(-c2ccccc2)c2cc(Cl)ccc2n1 | -18 | -3 | -11 | 0.0 | 1 | / | 1 | / | /
O=C1CCCc2c1[nH]c1ccc(CN3CCCCC3)cc21 | -4 | -4 | -7 | 0.4 | 2 | -0.2 | -10 | -20 | 51*
COc1cccc(NC(=O)c2cccc(C)c2[N+](=O)[O-])c1 | -27 | -3 | -10 | -1.1 | 0 | -1.0 | -5 | -6 | -8
CCc1c(C)nc2ncnn2c1N1CCCC(C(=O)NCc2cccs2)C1 (configuration not stated) | 0 | 4 | 2 | 0.0 | 2 | 0.5 | 1 | 1 | 10
COc1ccc(-n2cc(-c3ccccc3)nc2SC)cc1 | -5 | 1 | -15 | 0.1 | 2 | 0.6 | 10 | 3 | 0
Cc1ccc(NC(=O)Nc2nnc(N(C)Cc3ccccc3)s2)cc1 | -17 | -5 | -18 | -0.7 | 1 | / | -4 | -3 | /
C=C(C)CSc1nnc(-c2ccc(C)cc2)n1N | 13 | -3 | -6 | -0.1 | -2 | 0.1 | -5 | 5 | 9
Cn1cc(CNC(=O)c2cc(-c3ccccc3)nc3ccc(Br)cc23)cn1 | -34* | -1 | 1 | -0.2 | 2 | 3.1 | -1 | -7 | 0
O=C(COC(=O)c1ccc(O)cc1O)NCCN1C(=O)CSC1=O | 17 | 0 | -10 | 0.5 | 2 | 0.5 | -12 | -3 | 4
CCCN(CCC)CCCNC(=O)Cn1cnc2sc(C)c(S(=O)(=O)N3CCC(C)CC3)c2c1=O | 11&-6 | -1&3 | -9&-7 | 1.0&-0.2 | 1&0 | 0.5&1.2 | -7&2 | -2&26 | -2
CCn1c(=O)c([N+](=O)[O-])c(NCc2ccc3c(c2)OCO3)c2ccccc21 | -10 | -7 | -4 | 0.1 | 2 | -1.4 | -4 | -12 | 8
Cc1ccc(N(CC(=O)NC2CCCC2)C(=O)CNC(=O)c2cccs2)cc1F | -8 | 0 | 5 | 1.3 | 0 | -2.9 | -9 | / | -4
COc1cc(Cl)cc(CN2CCC(CCC(=O)NC3CC3)CC2)c1OC | 22 | 3 | 8 | -0.1 | -2 | 0.8 | 2 | 18 | -7
COc1ccc(-n2nc3c(c2NC(=O)COc2ccccc2F)CS(=O)(=O)C3)cc1 | -38* | 11 | -10 | 0.0 | 0 | -0.3 | -2 | -8 | 9
Cc1ccc(OCC(=O)Nc2ccc(-c3nc4ccccc4o3)cc2)c(C)c1 | -20 | 2 | 5 | 1.0 | 3 | 2.2 | -4 | -2 | /
CCOc1ccc(Oc2c(C)oc3cc(O)ccc3c2=O)cc1 | -7 | -1 | -2 | 0.2 | 9 | 1.0 | -4 | -2 | -7
O=C(NCc1ccc(F)cc1)c1cc(S(=O)(=O)N2CCCCC2)c[nH]1 | 2 | -2 | / | -0.2 | -1 | / | -1 | -10 | /
Cc1ccc(C(=O)CCNc2ccc(Br)cc2)o1 | -11 | 3 | -7 | -0.6 | 1 | 0.5 | -6 | -5 | 23
C[C@@H](C(=O)NC1CCN(Cc2ccccc2)CC1)N1C(=O)N2CCc3c([nH]c4ccccc34)[C@@]2(C)C1=O | 4 | 1 | / | 0.2 | 7 | 0.4 | -10 | -17 | -23
CCN1CCN(C(=S)NCC(C)C)CC1 | -2 | 5 | 14 | -0.3 | 2 | / | -4 | 0 | /
Cc1nonc1NC(=O)CSc1nc(C23CC4CC(CC(C4)C2)C3)nc2ccccc12 | 16 | 5 | -5 | 1.4 | 4 | 0.2 | 7 | 17 | -16
CC(NC(=O)c1ccccc1F)c1nnc(SCC(=O)NC2CCCCC2)n1C (configuration not stated) | 2 | 1 | -8 | 0.2 | 2 | 2.4 | 1 | 9 | -1
Nc1ccc(-n2nnnc2-c2ccco2)cc1 | 4 | 0 | 12 | 0.1 | 3 | -0.1 | -1 | 8 | 8
CN(C)S(=O)(=O)c1ccc(NC(=O)CSc2nnnn2C)cc1 | -12 | 10 | -7 | 0.6 | 5 | / | -1 | -21 | /
Cc1oc(-c2ccc(Cl)cc2)nc1CS(=O)CC(=O)NCc1ccco1 (configuration not stated) | 1 | -3 | 14 | -0.2 | -1 | -0.7 | 2 | 2 | 6
COc1cccc(/C=C2\Oc3cc(OCC(=O)N4Cc5ccccc5C[C@H]4C(=O)O)ccc3C2=O)c1 | -6 | 18 | / | 0.3 | 0 | / | 5 | / | /
COc1ccc(N2C(=O)CC(N3CCOCC3)C2=O)cc1 (configuration not stated) | -25 | 0 | 3 | 0.4 | 0 | -0.8 | 0 | 2 | 0
CC(=O)c1cccc(NC(=O)c2ccc3c(Cl)c4c(nc3c2)CCCC4)c1 | 6 | 0 | -3 | 0.6 | 3 | -0.3 | -1 | -5 | -1
Cc1cccc(-n2ccnc2SCC(=O)Nc2cccc(S(=O)(=O)NC3=NCCC3)c2)c1C | 0 | -4 | -15 | -1.1 | 2 | / | -1 | / | /

Rewritten in CSV form: part of the list above
canonical_smiles,D1 antag,TRHR enhancer,RXFP1 antagonist,TRHR agonist,D1 agonist,D2 ag,D1 potentiator,D2 potentiator,D2 antagonist
CCN1CCN(C(=S)NCC(C)C)CC1,-2,5,14,-0.3,2,/,-4,0,/
Cc1oc(-c2ccc(Cl)cc2)nc1CS(=O)CC(=O)NCc1ccco1 (configuration not stated),1,-3,14,-0.2,-1,-0.7,2,2,6
CC(NC(=O)c1ccccc1F)c1nnc(SCC(=O)NC2CCCCC2)n1C (configuration not stated),2,1,-8,0.2,2,2.4,1,9,-1
Nc1ccc(-n2nnnc2-c2ccco2)cc1,4,0,12,0.1,3,-0.1,-1,8,8
COc1cccc(/C=C2\Oc3cc(OCC(=O)N4Cc5ccccc5C[C@H]4C(=O)O)ccc3C2=O)c1,-6,18,/,0.3,0,/,5,/,/

Continuation.
SMILES | D1 antag | TRHR enhancer | RXFP1 antagonist | TRHR agonist | D1 agonist | D2 ag | D1 potentiator | D2 potentiator | D2 antagonist
C/C(=N/NC(=O)c1cc(-c2ccc(Br)s2)[nH]n1)c1ccco1 | -46* | 3 | -16 | -0.5 | 0 | 0.8 | -10 | -17 | 3
O=C(N/N=C/c1ccc(Cl)c([N+](=O)[O-])c1)c1cc(-c2ccccc2)nc2ccccc12 | -19 | 6 | -1 | 0.3 | 1 | 1.3 | -7 | / | 4
CCN(Cc1ccccc1)C(=O)c1sc2nc3n(c(=O)c2c1C)CCCC3 | 13 | 5 | -15 | -0.3 | 0 | -1.6 | -3 | -3 | /
CCOc1cc(/C=N/N=C2/NC(=O)C(CC(=O)O)S2)ccc1OS(=O)(=O)c1ccc(C)cc1 (configuration not stated) | 14 | 1 | -7 | -0.5 | 3 | -0.8 | -6 | 5 | -3
Cc1cccc2sc(N3CCN(C(=O)C4COc5ccccc5O4)CC3)nc12 (configuration not stated) | 30 | -5 | -15 | -0.1 | 1 | / | -4 | 6 | /
O=C(Nc1ccc(Cl)cc1Cl)c1ccc2ncsc2c1 | -24 | 1 | 0 | -0.9 | 3 | -0.2 | -5 | -5 | 4
N#Cc1cccc(C#N)c1Oc1ccc(S(=O)(=O)Nc2ccccc2)cc1 | -22 | 6 | -17 | -0.5 | 18 | 0.5 | -4 | -1 | 6
CCC(C(=O)OC)n1cnc2c(nnn2-c2ccc(F)cc2)c1=O (configuration not stated) | 36 | 1 | -2 | 0.3 | 1 | -0.2 | 3 | 12 | -8
CC(C)Oc1ccc(C(=O)N(Cc2ccco2)C2CCS(=O)(=O)C2)cc1 (configuration not stated) | -7 | 12 | -14 | -0.2 | 1 | 0.3 | 3 | 1 | 18
CCOc1ccccc1CNC(=O)CCc1cn(Cc2ccc(Cl)cc2)c2ccccc12 | 1 | 4 | -4 | 0.8 | 10 | -2.2 | -5 | -1 | /
CCc1nc(NCCCn2ccnc2)c2oc3ccccc3c2n1 | 7 | 1 | -14 | -0.5 | 4 | -0.5 | -8 | -2 | -15
Cc1ccc(S(=O)(=O)N(CC(=O)NN=C2CCN(C)CC2)c2ccc(C(C)C)cc2)cc1 | 20 | 2 | -12 | -0.5 | -2 | -0.6 | 10 | 17 | 20
S=C1CSc2ccccc2N1 | 12 | -1 | -18 | 0.5 | 3 | 0.0 | -3 | 6 | 17
CCN(CC)S(=O)(=O)c1ccc(Cl)c(C(=O)Nc2ccc(Cl)cc2[N+](=O)[O-])c1 | -25 | -6 | / | -0.5 | 8 | -0.9 | -4 | 3 | -9
O=C(CSc1nc2c(c(=O)n1-c1ccc(Cl)cc1)SCC2)NCC1CCCO1 (configuration not stated) | -32* | 6 | -10 | -0.7 | 5 | 0.0 | -13 | 6 | 18
O=C(CN1CCN(c2ccccc2O)CC1)Nc1ccc2c(c1)OCCCO2 | 9 | 6 | 5 | -0.3 | 0 | 1.3 | / | 14 | 21
O=C(c1cc(-c2ccc(F)cc2)on1)N1CCCc2ccccc21 | -7 | 6 | -5 | 0.2 | 8 | -0.1 | -5 | 1 | 9
CC1CCN(S(=O)(=O)c2ccc(N3CCCCS3(=O)=O)cc2)CC1 | -29 | 6 | 3 | 0.5 | 3 | 1.7 | 1 | 0 | /
N#C/C(=C\c1ccc(-c2ccccc2[N+](=O)[O-])o1)C(N)=O | -29 | 1 | -1 | 0.1 | 1 | 0.3 | -14 | -15 | 28
CC(=O)N1CCc2cc(S(=O)(=O)CCC(=O)N(C)c3cc(C)ccc3C)ccc21 | 8 | 7 | 8 | -0.7 | 2 | 0.6 | 0 | -6 | 29
CCOc1ccccc1CN1CCNC(=O)C1CC(=O)N(C)CCc1cnn(C)c1 (configuration not stated) | -2 | -4 | -5 | 0.2 | 0 | 0.3 | -2 | -5 | -15
C=Cc1ccc(Cn2c(=O)n(-c3cccc(C)c3)c(=O)c3c2c2cc(C)ccc2n3C)cc1 | -2 | 1 | / | -0.7 | 3 | -0.6 | 0 | 16 | /
CCCc1cc(C(=O)Nc2cccc3ccccc23)n(C)n1 | -3 | 0 | -12 | -1.6 | 3 | 0.3 | -3 | 17 | -7
Cc1ccc(NCCC(=O)c2cccs2)cc1Cl | -16 | 3 | -18 | -1.1 | 0 | 1.6 | -6 | 3 | -13
Cc1csc(NC(=O)CN2C(=O)c3ccccc3S2(=O)=O)n1 | -8 | 10 | 13 | 1.0 | 2 | -1.0 | 14 | 2 | 12
CCCc1nc2ccc(NC(=O)c3cccs3)cc2c(=O)n1Cc1ccccc1Cl | -5 | 11 | 1 | 0.3 | 2 | -1.6 | 0 | 2 | 11
O=C(CN1C(=O)c2ccc([N+](=O)[O-])cc2C1=O)NC1CCCCCC1 | 1 | 0 | 2 | 0.3 | 2 | 0.5 | 11 | -12 | 3
COc1cccc(CNC(=O)c2cc(S(=O)(=O)N3CCCCCC3)cn2C)c1 | -1 | 9 | / | -1.5 | 3 | 0.5 | -1 | 1 | /
CC(=O)Nc1ccc(NC(=O)CSc2ccc([N+](=O)[O-])cn2)cc1 | -14 | 3 | -11 | -0.6 | 0 | -1.9 | -5 | -8 | -22
